LMPTP block = blocks human LMPTP phosphatase. 360,000 tested, 0.22% active. inhibition, % at 20 µM. recombinant LMPTP-A, OMFP fluorogenic substrate, fluorescence intensity;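 active means compounds that cut the enzyme signal by at least half of the control window in the single-dose screen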;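 further: plate controls were DMSO wells with enzyme plus substrate for no effect and substrate without enzyme for full effect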
Target sequence (P24666 whole entry, looked up): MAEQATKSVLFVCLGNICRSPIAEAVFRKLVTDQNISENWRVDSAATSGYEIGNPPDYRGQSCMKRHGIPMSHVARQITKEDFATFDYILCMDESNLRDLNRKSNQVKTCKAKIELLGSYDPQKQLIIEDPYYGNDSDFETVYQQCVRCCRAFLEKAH
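Test system: LMPTP-A phosphatase enzyme; input: 0.625 nM LMPTP-A final; reagent: OMFP substrate, 400 µM final; compound dosing: 20 µM single dose, 3% DMSO; incubation: 50 min dark incubation at room temperature; measured by: endpoint fluorescence intensity from OMFP dephosphorylation; measure: % inhibition relative to no-enzyme and uninhibited control wells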
MsrA inh = inhibits bovine methionine sulfoxide reductase A | purified bovine MsrA, absorbance read-out | AID 651718 | inhibition, % at 15.5 µM | 360,000 tested, 0.75% active; in the data active means inhibition above about 4.5%;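 further: 0% = vehicle wells with enzyme and 100% = reference inhibitor wells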
DNMT1 inh = inhibitors of human DNMT1; DNMT1 molecular beacon, Hinp1I cleavage, fluorescence; AID 588458; inhibition (reported as % activation of signal), % at 10 µM; 360,000 tested, 0.83% active; P26358; in the data active means inhibition above about 50%
CendR NRP1 mod = NRP-1/CendR interaction modulation; inhibition, % at 25 µM; O14786; 360,000 tested, 0.85% active; FAM-RPARPAR peptide binding to NRP-1, fluorescence polarization;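 active means inhibition or corrected inhibition above about 18%, plus a signal ratio from 0.5 to 1.5, limit read from the data, passing the limit was not always enough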; further: strong numbers were not always called active
TbMetRS inhib = blocks T. brucei methionyl-tRNA synthetase activity; purified T. brucei MetRS, ATP depletion, Kinase-Glo luminescence; inhibition, % at 11.9 µM; 360,000 tested, 0.4% active; AID 624268;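 active means inhibition above a per-plate cutoff of the control wells' mean inhibition plus 3 SD, cut at about 5.5% in these data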;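 further: 0% = DMSO wells median and 100% = median of wells with control inhibitor compound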
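Assay system: T. brucei methionyl-tRNA synthetase, purified | Medium: HEPES buffer with MgCl2, KCl, DTT, spermine, BSA, pyrophosphatase | Compound: 11.9 µM single point | Incubation: 15 min enzyme-compound preincubation, 2 h reaction, 10 min detection, 25 °C | Measured by: Kinase-Glo luciferase luminescence reporting remaining unconsumed ATP | Measure: % inhibition normalized to control-well medians | Replication: Singlicate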
MsrA act = bovine methionine sulfoxide reductase A activation. purified bovine MsrA, absorbance read-out. activation, % at 10.6 µM. 360,000 tested, 0.3% active; in the data active means activation above about 7.5%;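 further: 0% = vehicle and 100% = reference activator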
Scp1 inh = Scp-1 (human) phosphatase inhibition | inhibition, % at 20 µM | Recombinant Scp1, phosphopeptide, malachite green phosphate absorbance | Q9GZU7 | 340,000 tested, 0.88% active;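 active means inhibition above about 50% at 20 µM, limit read from the data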;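 further: plate controls were DMSO wells with enzyme for no effect and wells lacking enzyme for full effect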
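Test system: SCP-1 phosphatase catalytic domain, residues 76-261; measured by: colorimetric phosphate reagent with accelerator and stabiliser, absorbance at 630 nm; timing: enzyme reaction 45 min at room temperature, colour 5 min, stabilisation 30 min; also added: Phosphorylated 17-residue peptide substrate; compound dosing: one concentration, 20 µM, with 1.0% DMSO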
E coli Lon inh = inhibitors of E. coli Lon protease; 360,000 tested, 0.42% active; AID 602123; purified E. coli Lon protease, fluorescence polarization; inhibition, % at 7.94 µM; in the data active means inhibition above about 13%, passing the limit was not always enough;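 further: 0% = enzyme with probe and DMSO and 100% = no enzyme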
Target sequence (P0A9M0 whole entry, looked up): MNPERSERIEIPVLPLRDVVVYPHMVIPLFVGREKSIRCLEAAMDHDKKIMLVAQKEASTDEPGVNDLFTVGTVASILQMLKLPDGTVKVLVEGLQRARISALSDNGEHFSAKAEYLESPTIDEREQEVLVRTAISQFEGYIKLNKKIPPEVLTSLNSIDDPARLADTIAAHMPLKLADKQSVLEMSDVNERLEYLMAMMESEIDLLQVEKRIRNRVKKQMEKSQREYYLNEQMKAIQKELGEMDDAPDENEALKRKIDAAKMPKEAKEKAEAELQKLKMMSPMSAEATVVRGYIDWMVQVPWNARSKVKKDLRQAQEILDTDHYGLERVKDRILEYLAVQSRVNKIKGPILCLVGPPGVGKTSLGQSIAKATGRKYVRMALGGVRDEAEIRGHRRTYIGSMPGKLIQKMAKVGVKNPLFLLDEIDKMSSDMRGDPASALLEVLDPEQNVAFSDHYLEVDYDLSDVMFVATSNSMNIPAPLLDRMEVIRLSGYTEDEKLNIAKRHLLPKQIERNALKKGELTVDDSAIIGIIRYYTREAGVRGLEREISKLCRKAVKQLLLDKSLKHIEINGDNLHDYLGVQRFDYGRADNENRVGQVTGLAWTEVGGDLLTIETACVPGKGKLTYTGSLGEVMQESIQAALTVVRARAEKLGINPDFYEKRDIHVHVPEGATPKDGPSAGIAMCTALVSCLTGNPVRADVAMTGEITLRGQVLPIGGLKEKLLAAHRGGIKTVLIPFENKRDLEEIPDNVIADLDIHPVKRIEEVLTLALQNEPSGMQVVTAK
STEP inh = inhibitors of human striatal-enriched phosphatase STEP; P54829; recombinant STEP, OMFP fluorogenic substrate, fluorescence; inhibition, % at 20 µM; 360,000 tested, 0.25% active;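 active means inhibition at 20 µM, scaled per plate between control wells, above about 37%, limit read from the data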;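 further: 0% = DMSO with enzyme and substrate and 100% = substrate only without enzyme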
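Also added – OMFP at 25 µM · Test system – STEP tyrosine phosphatase · Technique – FITC-channel fluorescence of OMFP product · Schedule – 20 min at room temperature, dark · Evaluation – control-normalized % inhibition with plate pattern correction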
SUMO1-SIM PPI = modulators of human SUMO1-mediated protein-protein interactions. P63165. SUMO1 binding to a labelled peptide, TR-FRET, 1 h. inhibition, % at 20 µM. 360,000 tested, 0.33% active; in the data active means inhibition above about 37%
Starred values were filed as active, the others as inactive; . = not tested or not shown.

Start of the listing, in advance (two entries):
molecule	LMPTP block	MsrA inh	DNMT1 inh	CendR NRP1 mod	TbMetRS inhib	MsrA act	Scp1 inh	E coli Lon inh	STEP inh	SUMO1-SIM PPI
O=S(Cc1ccc(Cl)cc1)CC(O)COc1ccc(Cl)cc1 (centres undefined)	0.1	0.0	-5	13	1.5	-4	-1	9	-3	-2
CC(NC(=O)c1ccc(N(C)C)cc1)c1ccc(F)cc1 (centres undefined)	-1.9	0.4	8	-9	-1.0	-2	14	11	0	1

The listing (from the top)
molecule	LMPTP block	MsrA inh	DNMT1 inh	CendR NRP1 mod	TbMetRS inhib	MsrA act	Scp1 inh	E coli Lon inh	STEP inh	SUMO1-SIM PPI
O=S(Cc1ccc(Cl)cc1)CC(O)COc1ccc(Cl)cc1 (centres undefined)	0.1	0.0	-5	13	1.5	-4	-1	9	-3	-2
CC(NC(=O)c1ccc(N(C)C)cc1)c1ccc(F)cc1 (centres undefined)	-1.9	0.4	8	-9	-1.0	-2	14	11	0	1
NS(=O)(=O)c1ccc(NC(=O)c2cccc(Cl)c2)cc1	0.0	-1.1	2	-7	0.6	-2	-4	6	-3	9
CC(=O)NN1C(=O)c2ccc(Oc3ccc([N+](=O)[O-])cc3)cc2C1=O	-2.7	1.5	-4	-5	-1.2	-10	2	1	-4	-15
COc1ccccc1N1CCN(Cc2ccc(Br)o2)CC1	-1.4	0.8	-1	-12	-0.5	-4	-6	-6	1	1
C=CC[C@H](CC(=O)N(CCO)Cc1ccccc1)C(=O)N[C@@H](COC(=O)[C@@H](CC=C)Cc1ccc(F)cc1)Cc1c[nH]c2ccccc12	5.9	1.0	-32	-3	-1.1	-2	-8	-1	-1	2
O=C(O)C1CC=CCC1C(=O)Nc1ccc(N2CCN(Cc3ccccc3)CC2)cc1 (centres undefined)	0.0	0.9	-6	5	-0.5	-6	-3	-7	-5	2
O=Cc1[nH]c2ccccc2c1N(C(=O)CCl)c1ccccc1	-0.3	1.8	11	-16	-0.3	-3	-4	-6	3	-6
CCCC(=O)N1CCN(Cc2nc3cc([N+](=O)[O-])ccc3n2C)CC1	-1.9	0.8	-3	-5	-2.6	-4	-13	-8	-2	-11
COc1ccc(OC)c(NC(=O)COC(=O)c2ccc(-n3cnnn3)cc2)c1	0.7	1.4	-1	-12	-0.2	1	0	-5	14	3
CCCCn1c(N)c(N(CCOC)C(=O)COC(=O)CNC(=O)c2ccc(Cl)c(Cl)c2)c(=O)[nH]c1=O	-1.3	-0.5	0	9	-0.2	-2	-6	-1	2	-6
Cc1ccc(C(O)(C(=O)NNc2ccccn2)c2ccc(C)cc2)cc1	-0.5	-0.3	-1	-6	-0.3	-7	-14	-1	-5	3
CC[C@@]1(C(=O)OC)N[C@H](CN(C)C(=O)c2ccc(C)cc2)[C@@H]2C(=O)N(C)C(=O)[C@@H]21	-0.8	0.8	5	-12	0.7	-1	0	8	-2	2
COc1cc(/C=C2\SC(=S)N(CCC(=O)NCCc3ccccc3)C2=O)cc(OC)c1OC	-0.4	-0.7	24	-7	-0.3	-3	-7	3	-2	-1
O=C(NC(=S)Nc1cccc2cnccc12)c1ccccc1	-0.3	1.5	-9	3	-0.5	-2	1	0	-1	0
O=C(O)CC(Cc1ccc(Cl)cc1)C(=O)Nc1cc(Cl)ccc1Cl (centres undefined)	-1.6	1.5	2	-1	1.1	3	-2	5	-2	5
Cc1nnc(SCC(=O)Nc2ccc([N+](=O)[O-])cc2)n1CC1CCCO1 (centres undefined)	-0.5	1.2	1	5	0.9	0	-7	-3	1	-25
CCOC(=O)Cn1c(=O)n(Cc2ccco2)c(=O)c2ccc(C(=O)NC3CCCC3)cc21	-0.5	-0.1	-1	33*	0.1	-2	-11	-2	0	-1
O=C(NCc1ccco1)c1nc(-c2ccc(F)cc2)no1	-1.0	0.8	-1	-2	-0.3	-3	5	0	-3	5
O=C(NN1CCOCC1)c1cccc(Br)c1	0.2	-0.8	4	10	-0.6	-8	0	5	-2	-1
COc1ccc(OC)c(C(C)NS(=O)(=O)c2cccs2)c1 (centres undefined)	0.5	0.3	-1	2	-0.2	2	-5	-3	-3	1
COc1ccc(N=C(C)C2C(=O)c3ccccc3C2=O)cc1	-0.1	.	-7	-6	0.1	-13	.	-2	2	-37
Cc1ccc(-n2c(SCC(=O)N/N=C/c3ccccc3C(=O)O)nnc2-c2ccccc2)cc1	-0.4	-1.3	1	2	0.4	0	-6	-3	5	17
CCOc1cc(C(=O)N(CC)CC(=O)Nc2c(F)cccc2F)ccc1OCC(=O)N1CCOCC1	-0.2	.	1	-1	-0.3	0	-4	-5	-2	0
C=CCOc1ccc(C(=O)Nc2ccccc2C(=O)NCc2cccnc2)cc1	-0.5	0.2	-7	8	0.5	-1	0	-5	-3	4
C[C@@H]1CCC(=O)N(C[C@@H](C)CSc2ccccc2)CC1	0.3	0.3	2	2	-0.3	-2	-2	1	2	-4
COC(=O)N/N=C(\CCC(=O)O)c1cccs1	2.8	0.3	-11	5	0.1	0	-1	-1	0	13
O=C(CN1CCCC1)Nc1cc(C(F)(F)F)ccc1Cl	-1.6	0.1	0	-8	0.4	-2	-5	5	-1	5
CCc1c(C)sc(NC(=O)c2cc(C(C)C)on2)c1C#N	0.5	0.8	1	8	-0.1	-3	-7	0	7	1
Cn1ccnc1Sc1nc2ccccc2nc1NS(=O)(=O)c1ccccc1	-0.4	1.3	2	-6	-0.6	-2	3	1	0	-8
Cc1cccc(N2C(=O)CC(N3CCN(C(=O)c4ccccc4)CC3)C2=O)c1 (centres undefined)	-2.2	-0.1	4	-20	-0.4	-3	-8	4	0	-1
Nc1ccc(NC(=O)c2cccc(C(=O)Nc3ccc(N)cc3Cl)c2)c(Cl)c1	0.0	-0.2	-10	6	-0.8	-13	9	9	-4	5
N#Cc1cc(N)ccc1-n1cccc1	-0.1	-1.0	-7	2	-0.2	-1	-11	7	-2	3
COc1ccc(CNCCc2ccc([N+](=O)[O-])cc2)c(OC)c1OC	-2.6	-1.4	-1	15	0.4	-15	-1	-4	-3	-13
COc1ccc(-c2nc(Cc3ccc(Cl)cc3)no2)cc1OC	1.2	-0.9	-6	9	-1.5	-8	-5	-7	0	-1
O=C1N(c2ccccc2C(F)(F)F)OC1(Cc1ccccc1)c1ccccc1 (centres undefined)	-2.9	1.3	11	17	-0.5	-7	-15	6	-2	4
CCOC(=O)c1oc2ccccc2c1CSc1nnnn1-c1ccc(C)cc1	4.7	-0.4	-2	-4	-1.1	-4	-3	-3	4	-1
CN(C(=S)NC(=O)C1CC1)c1ccc(O)cc1	-2.3	0.3	3	7	-0.2	-1	-13	12	-1	2
O=[N+]([O-])c1ccc(-c2nc(Cl)c3c(n2)CCCC3)o1	-2.0	3.5	1	16	-0.1	-2	.	9	1	-35
COc1cc(SC)ccc1C(=O)N1CC(C)OC(C)C1 (centres undefined)	-1.7	2.1	6	3	-0.3	-3	-8	-1	1	1
Cc1noc(C)c1COc1ccc(C(=O)OCC(=O)NCCN2C(=O)CSC2=O)cc1	0.1	1.2	0	-5	0.2	-3	-6	3	2	2
O=[N+]([O-])c1ccc(O)c2ncccc12	12	0.6	-19	-1	0.3	0	-12	-1	4	-13
C=CCn1cc(C(=O)N2CCN(C)CC2)c(=O)c2cc(S(=O)(=O)N3CCCC3)ccc21	-0.6	1.4	1	-10	0.0	3	7	-2	-2	7
COC(=O)c1ccc(N2OC3(C)C=CC2CC3)cc1 (centres undefined)	-3.6	0.8	22	-7	-0.7	-8	3	8	0	-2
CS(=O)(=O)N(CC(=O)N1CCCCCC1)c1cccc([N+](=O)[O-])c1	-1.0	0.9	-5	8	-0.9	-2	-5	4	2	-12
O=C(O)c1ccccc1NC(=O)c1ccccc1Nc1ccccc1	0.8	1.1	-4	-17	-1.5	-6	-14	3	-3	14
COc1ccc(CN2CCC(Oc3cc(C(=O)NC4CC4)ccc3OC)CC2)c(O)c1	-2.2	-0.2	2	6	-0.3	-8	0	9	2	-2
O=C(CSc1nnc(-c2ccccc2O)o1)Oc1ccc(Br)cc1	0.0	0.9	-1	-4	-0.3	-3	-8	-3	2	-3
CC1CCN(S(=O)(=O)c2ccc(NC(=O)[C@@H]3CCCN3C(=O)c3cccs3)cc2)CC1	-0.4	0.9	6	7	-0.3	-1	-6	-2	-1	2
O=C(C1CC1)N1CCC(c2nc(-c3ccc(S(=O)(=O)N4CCCC4)cc3)no2)CC1	-0.4	0.4	2	-2	-0.7	-12	-7	2	-1	2
CCC(CC)NC(=O)c1ccc2nc[nH]c2c1	-0.5	-1.3	4	29*	-1.7	-11	3	-1	1	-1
c1ccc(CNc2ncnc3c2ncn3C2CCCCO2)cc1 (centres undefined)	-0.3	0.4	2	8	0.6	0	-2	-6	2	3
O=C1c2ccccc2C(=O)N1CN(C(=O)COc1ccccc1)c1ccccc1	-0.3	1.6	-2	8	0.0	-2	-2	6	-3	-13
